# NPC1 prom act = NPC1 promoter activation; Potency, µM (top dose mostly 9.22 µM), inactives show top-dose activation, most hits filed as activators; hit rate 2.4% among 320,000; Huh7 NPC1 promoter luciferase reporter, 24 h;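 also: potency is read from the fitted curve at half-maximal effect; % of control where 0% means no effect; nearly all actives have a fitted effect of over 60% in size; reporter is driven by a mutant NPC1 promoter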
#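 Stable NPC1-promoter luciferase Huh7 line; cpd (DMSO) 24 h, 37 °C, 5% CO2; Amplite luciferase reagent 10 min RT; luminescence readout. qHTS format.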
# RORgamma inh = ROR gamma (mouse) transcription inhibition. P51450. Drosophila S2 Gal4-RORgamma UAS-luciferase reporter, 20 h. Potency, µM (doses to about 53.6 µM), for inactives: top-dose activity change, negative = inhibition, usual class: inhibitors. hit rate 5.4% among 310,000. AID 2551; also: potency is read from the fitted curve at half-maximal effect; % is scaled to controls: 0 for no effect and ±100 for the full control effect; nearly all actives have a fitted effect of over 60% in size
# Target sequence (P51450 whole entry, looked up, the tested form may be a part): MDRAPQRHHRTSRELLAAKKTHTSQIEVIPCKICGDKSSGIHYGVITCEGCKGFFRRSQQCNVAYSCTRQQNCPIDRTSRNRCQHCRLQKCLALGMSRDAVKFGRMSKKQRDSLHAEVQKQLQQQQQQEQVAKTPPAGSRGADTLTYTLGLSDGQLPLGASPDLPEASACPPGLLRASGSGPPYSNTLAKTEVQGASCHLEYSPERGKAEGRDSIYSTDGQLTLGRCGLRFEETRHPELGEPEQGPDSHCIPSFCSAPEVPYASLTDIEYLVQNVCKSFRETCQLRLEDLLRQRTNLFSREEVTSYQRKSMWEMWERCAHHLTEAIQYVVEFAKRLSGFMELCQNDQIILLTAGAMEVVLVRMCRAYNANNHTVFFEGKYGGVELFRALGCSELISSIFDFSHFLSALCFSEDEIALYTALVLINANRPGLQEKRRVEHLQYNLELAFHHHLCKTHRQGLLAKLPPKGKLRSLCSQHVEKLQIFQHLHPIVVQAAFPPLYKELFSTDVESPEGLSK
#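 A Gal4/UAS one-hybrid system in insect cells: metallothionein-promoter Gal4–ROR gamma fusion plus Photinus luciferase reporter. Copper sulfate 700 uM final, 20 hr ambient incubation, luminescent detection after 10 min with reagent.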
# ELG1 genotoxic = inducers of genotoxicity in HEK293T ELG1-luciferase cells; HEK293T ELG1-luciferase reporter, luminescence, 16 h; Potency, µM (doses to about 46 µM), for inactives: at the top dose activity change, positive = activation, actives largely listed as activators; hit rate 1.3% among 330,000; also: potency is read from the fitted curve at half-maximal effect; % of control where 0% means no effect; nearly all actives have a fitted effect of over 60% in size
#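 Luminescence read-out: rising ELG1-luciferase signal, reflecting elevated ELG1 protein under genetic stress, flags genotoxic compounds. Cells were treated for 16 hr at 37 °C before ONE-Glo detection.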
# Rab9 promoter act = activates the Rab9 promoter. Huh7 Rab9 promoter-luciferase reporter, luminescence, 24 h. Potency, µM (highest dose often 9.22 µM), without a hit: at the top dose activation, negative = inhibition, usual class: activators. hit rate 2.8% among 320,000; also: potency is read from the fitted curve at half-maximal effect; % of control where 0% means no effect; nearly all actives have a fitted effect of over 60% in size
#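 Quantitative HTS format; Huh7 Rab9-luciferase reporter cells (1500/well) receive compound 2 h post-plating, incubate 24 h at 37 °C, then get luciferase reagent for 10 min before luminescence reading.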
# p53 reactivation = restores transcriptional activity of mutant p53 | H1299 p53-A138V BP100-luciferase reporter, luminescence, 24 h | Potency, µM (doses to about 92.2 µM), for the others: top-dose activity change, positive = activation, most hits filed as activators | hit rate 0.063% among 320,000; also: potency is read from the fitted curve at half-maximal effect; % of control where 0% means no effect; nearly all actives have a fitted effect of over 45% in size
#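 H1299 (p53-null), stable ts p53-A138V + BP100-Luc; 1000 cells/well, Opti-MEM/10% FBS; cpd 4 pt, 1:5; 24 h, 37 deg C, 5% CO2; detection reagent 10 min RT; luminescence.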
# BRCA1 expr up = BRCA1 expression activation; MCF7-BRCA1-FFLuc reporter, luminescence, 48 h; response scale: scaled: vehicle 0%, 10 µM genistein 100%; Potency, µM (top dose mostly 46.1 µM), without a hit: at the top dose activation, actives largely listed as activators; hit rate 1.1% among 380,000; also: potency is read from the fitted curve at half-maximal effect; nearly all actives have a fitted effect of over 80% in size; some results filed as inactive show a strong effect at the top dose
#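 Luminescence from a BRCA1-driven firefly luciferase in MCF7 cells was read after 48 h compound exposure at 37 C. Data normalized against DMSO and a 10microM genistein activation control, then curve-fitted across the titration.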
# PKM2 act = PKM2 (human) enzyme activation. hit rate 0.34% among 260,000. Potency, µM (titrated, usually from 57.5 µM), without a hit: at the highest dose activation, most hits filed as activators. AID 1631. purified PKM2, Kinase-Glo ATP luminescence, activation; response scale: 0% is enzyme alone, no compound. P14618; also: potency is read from the fitted curve at half-maximal effect; % is scaled to controls: 0 for no effect and ±100 for the full control effect; nearly all actives have a fitted effect of over 55% in size
# Target sequence (P14618 whole entry, looked up): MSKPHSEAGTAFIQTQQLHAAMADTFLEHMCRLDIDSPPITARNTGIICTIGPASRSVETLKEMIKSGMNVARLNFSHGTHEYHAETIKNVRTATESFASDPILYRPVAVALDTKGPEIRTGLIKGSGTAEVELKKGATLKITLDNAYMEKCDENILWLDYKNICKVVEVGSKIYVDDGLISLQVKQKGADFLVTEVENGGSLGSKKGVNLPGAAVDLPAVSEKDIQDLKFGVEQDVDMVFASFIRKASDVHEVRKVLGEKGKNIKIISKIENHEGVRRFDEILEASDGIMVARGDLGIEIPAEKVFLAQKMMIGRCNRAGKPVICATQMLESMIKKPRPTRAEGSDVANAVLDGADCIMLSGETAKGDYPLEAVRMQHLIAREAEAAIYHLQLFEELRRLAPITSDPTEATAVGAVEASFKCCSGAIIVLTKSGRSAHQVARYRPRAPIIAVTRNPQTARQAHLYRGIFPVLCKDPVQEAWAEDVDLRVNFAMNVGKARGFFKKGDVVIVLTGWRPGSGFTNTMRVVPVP
#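 ATP formation by purified human PK-M2, quantified via coupled luciferase luminescence after 1 h at room temperature with 0.1 mM ADP and 0.5 mM PEP final.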
# Menin-MLL TR inh = inhibitors of human menin-MLL interaction, mutant MLL peptide; O00255; Potency, µM (series often up to 61.6 µM), inactives show at the top dose FP activity change, negative = inhibition, most hits filed as inhibitors; AID 1768; Menin + Texas Red MLL mutant peptide, fluorescence polarization; hit rate 0.23% among 270,000; active = well fitted inhibition curve with a large enough effect in the polarisation, with a control signal flat, not every such curve was filed as active; inconclusive = small, poorly fitted or top-dose-only effect, or effect the other way, or a change in a side signal; inactive = no such curve, though single readings can be large or run the other way; the % refers to the polarisation; also: potency is read from the fitted curve at half-maximal effect; % of control where 0% means no effect; many of its hits are not listed in these tables
# Gal4-VP16 FLuc = inhibits Gal4-VP16 luciferase reporter, ROR gamma counter-screen | Drosophila S2 Gal4-VP16 UAS-luciferase, luminescence, 20 h | Potency, µM (doses to about 53.6 µM), for the others: at the top dose activity, negative = inhibition, usual class: inhibitors | hit rate 3.5% among 310,000;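 also: Gal4-VP16 expression switched on by copper sulfate through the metallothionein promoter; potency is read from the fitted curve at half-maximal effect; % is scaled to controls: 0 for no effect and ±100 for the full control effect; nearly all actives have a fitted effect of over 50% in size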
# Giardia kill = Giardia lamblia killing; Giardia lamblia trophozoite viability; activity change, % at 7.66 µM, hits read low; hit rate 0.15% among 340,000; in the data active = activity change below about -80%; inconclusive = between about -30% and that limit;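 also: parasites exposed to compound for two days anaerobically before the ATP read; % is scaled to controls: 0 for no effect and ±100 for the full control effect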
#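 Trophozoites 100 cells/well + cpd; 48 hrs, 37 deg C, anaerobic. ATPLite 1-Step added, 15-30 min RT, luminescence read (ATP-based viability).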
# FLuc counter = firefly luciferase modulation, counter-screen for miR-21 project; P08659; purified FLuc, Km substrates, luminescence inhibition; Potency, µM (series often up to 57.5 µM), without a hit: at the top dose activity change, negative = inhibition, most hits filed as inhibitors; hit rate 6.9% among 360,000; AID 588342;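 also: potency is read from the fitted curve at half-maximal effect; plate controls were vehicle for no effect and reference inhibitor for full effect; nearly all actives have a fitted effect of over 55% in size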
#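 Biochemical qHTS of compounds, final roughly 60 µM downward over six points, against 10 nM purified firefly luciferase using Km concentrations of substrates (10 uM D-luciferin, 10 uM ATP) in Tris acetate pH 7.5 buffer; luminescence output.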
# An asterisk follows results filed as active; ? = inconclusive; / = no result given; [ ] = dose if it differs, or a comment. Unless noted, calls follow the shape of the dose curve; as a rule, active = well fitted curve in the direction sought with a large enough effect; inconclusive = small, poorly fitted or top-dose-only effect, or another doubt; inactive = no such curve, though single readings can be large; an effect the other way counts as inactive or inconclusive.
SMILES,NPC1 prom act,RORgamma inh,ELG1 genotoxic,Rab9 promoter act,p53 reactivation,BRCA1 expr up,PKM2 act,Menin-MLL TR inh,Gal4-VP16 FLuc,Giardia kill,FLuc counter
Cc1oc2cc3oc(=O)c(CCC(=O)N4C[C@H]5C[C@@H](C4)c4cccc(=O)n4C5)c(C)c3cc2c1C,0%,-4%,7%,7%,/,-4%,-5%,?,-13%,3,-9%
O=C(CCN1C(=O)/C(=C/c2ccc(Cl)cc2)SC1=S)Nc1ccc(C(=O)O)cc1,-5%,-2%,0%,0%,1%,-4%,/,?,1%,-3,11µM*
O=C(O)C1CCN(S(=O)(=O)Cc2ccccc2)CC1,0%,-26%,1%,-1%,2%,0%,/,5%,4%,6,2%
NC(=O)COC(=O)c1ccc2c(c1)S(=O)(=O)N=C1CCCCCN12,2%,-1%,5%,-5%,14%,2%,-4%,-1%,-5%,-19,1%
COc1ccccc1NS(=O)(=O)c1cccc(NC(=O)C2CC2)c1,-4%,/,0%,-4%,9%,-24%,/,/,/,1,2%
CCOC(=O)c1cnc(SCC(=O)Nc2sc(C)c(C)c2C#N)nc1N,0%,-1%,11%,4%,6%,1%,0%,3%,-5%,-2,1%
CC(CCN1CCN(CCO)CC1)c1ccccc1 (configuration not stated),-2%,2.8µM*,-4%,1%,/,-20%,2%,-10%,3%,-21,6%
CN1CCN(c2ccc([N+](=O)[O-])cc2C(=O)Nc2ccccc2)CC1,0%,1%,0%,3%,2%,-2%,5%,-3%,-5%,-5,0%
CC(OC(=O)c1nn(C)c(=O)c2ccccc12)C(=O)Nc1ccc(S(N)(=O)=O)cc1 (configuration not stated),-3%,/,-5%,-6%,1%,-21%,/,/,/,-11,4%
O=C(COc1ccccc1Cl)Nc1nc(-c2cccs2)cs1,-2%,31%,-1%,1%,7%,?,-2%,-8%,-11%,-4,17µM*
CCCc1nc2c(ccc3ccccc32)cc1CC,-3%,-1%,-3%,4%,14%,-13%,/,16%,-5%,-21,0%
COC(=O)c1cn(C(=O)c2cccc(Br)c2)c2ccccc12,-6%,-4%,4%,1%,2%,23%,/,-10%,-21%,-8,5%
O=C1NC(c2cc(Cl)cc([N+](=O)[O-])c2O)Nc2ccccc21 (configuration not stated),4%,-15%,4%,-2%,3%,-1%,-12%,/,5%,?,?
O=Cc1c[nH]c2ccc(OCc3ccccc3)cc12,0%,/,6%,0%,?,34%,/,/,/,2,?
CC(C)Nc1nnc(SCC(=O)c2c(N)n(Cc3ccccc3)c(=O)n(C)c2=O)s1,-1%,7%,-5%,-9%,3%,-24%,-2%,-8%,-13%,-10,-1%
COCCNC(=O)c1c[nH]c2ccc(OC)cc2c1=O,4%,?,0%,7%,15%,-18%,-2%,-5%,3%,3,-11%
COc1ccc(OC)c(NC(=O)c2ccc(-c3csc(C)n3)cc2)c1,25%,-19%[1.91 µM],7%,25%,0%,11%,-7%,19%,13%,-3,5.4µM*
CC(OC(=O)/C=C/c1ccccc1)C(=O)Nc1ccc(C(N)=O)cc1 (configuration not stated),-2%,/,1%,-2%,-5%,1%,/,/,/,-12,1%
O=C(CSc1ccc(-c2ccccc2)nn1)N1CCCCC1,24%,1%,?,?,25%,88%,-22%,-14%,?,5,?
O=C(O)c1ccc(CS(=O)(=O)c2c(Cl)cccc2Cl)o1,-5%,8%,-1%,13%,-11%,0%,/,7%,-3%,-15,-2%
CCOc1ccc(N(CC(=O)NC2CCCCC2)S(=O)(=O)c2ccc(C)cc2)cc1,1%,-10%,-2%,0%,5%,-8%,3%,?,24%,0,0%
COc1ccc(C(C)(C)C)cc1NC(=O)c1cccc(S(=O)(=O)N2CCN(C(C)=O)CC2)c1,-4%,-17%,6%,-1%,0%,-22%,/,/,-3%,13,2%
CCN(CC)CCOC(=O)c1ccc(NC(=O)CCCN2C(=O)/C(=C/c3cccs3)SC2=S)cc1,-8%,22µM*,1%,-12%,?,-51%,4%,/,11µM*,6,0%
Cc1ccc(-n2ncc3c2CC(C)(C)CC3NC(=O)CCN2CCCO2)cc1 (configuration not stated),0%,10%,1%,5%,1%,13%,/,/,-10%,-29,0%
Oc1ccc2ccccc2c1CN1CCOCC1,7%,-18%,0%,-2%,6%,19%,20%,/,5%,-21,2%

# Going on with the list.
SMILES,NPC1 prom act,RORgamma inh,ELG1 genotoxic,Rab9 promoter act,p53 reactivation,BRCA1 expr up,PKM2 act,Menin-MLL TR inh,Gal4-VP16 FLuc,Giardia kill,FLuc counter
CC1(C)C2CCC(C2)C1(C)NC(=O)CN1CCOCC1 (configuration not stated),0%,?,1%,3%,-5%,0%,1%,-6%,4%,-2,2%
CCOC(=O)c1ccc(-n2c(CN3CCOCC3)nc3ccc([N+](=O)[O-])cc3c2=O)cc1,-1%,31%,-3%,-1%,0%,-20%,3%,-8%,7%,18,3%
Cc1[nH]n(-c2ccccc2)c(=O)c1CCOC(=O)c1ccc(C(F)(F)F)cc1,3%,2%,-3%,0%,-5%,-39%,15%,-6%,-6%,1,21µM*
CCC1(C)NC(=O)N(CC(=O)N2N=C(c3ccccc3)CC2c2ccc(OC)cc2)C1=O (configuration not stated),1%,-7%,2%,0%,-19%,-7%,0%,?,-6%,-4,4%
O=C1CCCC2=C1C(c1ccc(O)c(Br)c1)C1=C(CCCC1=O)N2c1ccccc1,0%,4%,2%,-4%,-7%,-17%,-31%,1%,-12%,-17,2%
CC(N=C1NS(=O)(=O)c2ccccc21)c1ccccc1 (configuration not stated),6%,-5%,-1%,8%,-11%,-16%,-9%,4%,-1%,-13,1%
Cc1cc(N)n(-c2ccc(S(N)(=O)=O)cc2[N+](=O)[O-])n1,0%,6%,0%,11%,-1%,14%,7%,5%,-7%,0,2%
NS(=O)(=O)c1ccc(CNC(=O)c2cccc(Oc3ccccc3)c2)cc1,-1%,-2%,-2%,0%,-2%,-24%,/,-22%,-9%,-3,-4%
COC(=O)CN1C(=S)N(c2ccc(OC)cc2)C(=O)/C1=C/c1ccc(N2CCOCC2)cc1,3%,?,-3%,-3%,-2%,-6%,0%,?,1%,-5,-8%
COc1ccc(CCNC(=O)C2CCN(S(=O)(=O)c3cccc4nsnc34)CC2)cc1OC,1%,17%,0%,0%,-6%,0%,-2%,/,-2%,6,5%
CC(C)CNC(=O)NC(=O)COC(=O)Cn1cnc2ccccc2c1=O,-4%,11%,1%,0%,-4%,-16%,-1%,2%,-18%,17,-1%
Cc1nn(Cc2ccc(F)cc2)c(C)c1NC(=O)CCCn1nc([N+](=O)[O-])cc1C,-5%,-23%,-1%,1%,4%,4%,1%,-11%,3%,6,-1%
CCC1CC2CC(NC(C)=O)C1C2 (configuration not stated),1%,2%,-2%,-8%,-1%,-16%,0%,-21%,2%,-5,-6%
CSCCC(NC(=O)c1ccccc1Cl)C(=O)Nc1ccc(C)c(S(=O)(=O)N2CCOCC2)c1 (configuration not stated),-2%,/,-1%,-2%,1%,-2%,/,/,/,3,-2%
CN(C)/C=C1\C=C2C(=O)c3ccccc3N2C1=O,8%,-1%,0%,1%,8%,4%,4%,/,8%,9,?
CCOC(=O)c1ccc(NC(=O)CCc2ccc(CC)o2)cc1,1%,22%,-1%,-1%,4%,4%,17%,9%,-29%,4,-3%
CN1CCN(C(=O)C2(NC(=O)Nc3ccccc3Cl)CCCCC2)CC1,0%,16%,1%,-2%,-5%,-13%,0%,12%,0%,-11,-2%
O=c1cc(C(F)(F)F)nc(-c2ccccc2)[nH]1,-1%,-10%,0%,7%,-5%,2%,3%,1%,2%,-5,2%
O=C(COC(=O)CSc1ccc(F)cc1)NC1CCCCCC1,-9%,/,2%,2%,1%,-2%,/,/,/,-24,-1%
N#CC(=C1Nc2ccccc2N1)S(=O)(=O)c1ccccc1,-1%,5%,2%,0%,-4%,-1%,-4%,0%,-8%,0,-2%
CC1(C)N=C(C(=O)c2ccccc2)N(O)C1(C)O (configuration not stated),-1%,-9%,2%,1%,-2%,3%,-15%,/,-1%,-4,-13%
CC(C)COc1ccc(S(=O)(=O)n2cc(F)c(=O)[nH]c2=O)cc1,-7%,10%,-4%,-5%,1%,-6%,0%,7%,-6%,-20,?
CC(C)c1ccc(NC(=O)CSc2nnc(-c3ccccn3)n2C)cc1,2%,14%,1%,-14%,-14%,5%,0%,-3%,-8%,8,?
COC(=O)c1ccc(S(=O)(=O)N2CCCCC2)o1,1%,-1%,0%,1%,5%,1%,1%,3%,-2%,-5,10%
COc1ccc(-c2nc(-c3ccccn3)ncc2S(C)(=O)=O)cc1,-3%,-21%,1%,2%,0%,-9%,3%,3%,8%,-2,3%
Cc1nn(Cc2c(F)cccc2Cl)c(=O)c2ccccc12,-6%,-23%,3%,-3%,-8%,-15%,3%,-7%,-1%,0,7%

# Screening data from PubChem BioAssay.

# Not all compounds are listed; count on the stated rates, not on these rows.
